H1N1 NS1A inhibition: H1N1 influenza NS1A inhibitors, functional cell based assay (AID 504329) | hit rate 0.3% among 340,000 | one-dose inhibition, % at 12.5 µM; IC50 in µM for titrated hits | NS1A functional cell-based assay, percent inhibition; higher % means a stronger effect; in the data active means a potency from the dose series; inconclusive means inhibition above about 27% without an active follow-up result; further: strong numbers were not always called active
VEEV TC-83 Vero: inhibitors of VEEV TC-83 cytopathic effect, confirmation, Vero cells (AID 588727); Vero cells, VEEV TC-83 cytopathic effect inhibition; higher % means a stronger effect; inhibition, % at 20 µM; hits with a dose series show IC50 in µM; hit rate 0.13% among 350,000; in the data active means a potency from the dose series; inconclusive means inhibition mostly from about 14% at the one dose, without a potency; inactive means the rest, 99 in 100 with inhibition below about 12%; further: strong numbers were not always called active
H37Rv inhibition: M. tuberculosis growth inhibition, HTS (AID 449762). M. tuberculosis H37Rv growth inhibition, 7H9 media; higher % means a stronger effect. inhibition, % at 25 µM, or IC50 in µM where a hit was titrated. hit rate 0.59% among 330,000; in the data active means a potency from the dose series; inconclusive means inhibition above about 70% without an active follow-up result;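 further: bacterial growth assessed after seven days of incubation; strong numbers were not always called active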
Salmonella PhoP GFP: PhoP regulon inhibitors, Salmonella typhi PhoP promoter GFP reporter, confirmatory (AID 1850); Salmonella Typhi PhoP-promoter GFP reporter, fluorescence, 4 h; higher % means a stronger effect; one-dose inhibition, % at 50 µM; IC50 in µM for titrated hits; hit rate 0.33% among 310,000; in the data active means a potency from the dose series; inconclusive means inhibition mostly from about 25% at the one dose, without a potency; inactive means the rest, 99 in 100 with inhibition below about 19%;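 further: 0% = induced wells with vehicle and 100% = uninduced wells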
M. tuberculosis: growth inhibition of non-replicating M. tuberculosis (AID 488890). Mycobacterium tuberculosis non-replicating, growth inhibition; higher % means a stronger effect. inhibition, % at 25 µM, or IC50 in µM where a hit was titrated. hit rate 0.39% among 320,000; in the data active means a potency from the dose series; inconclusive means inhibition mostly from about 82% at the one dose, without a potency; inactive means the rest, 99 in 100 with inhibition below about 76%;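 further: plate controls were DMSO cells for no effect and high antibiotic wells for full effect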
VEEV TC-83 Vero 10K pilot screen: also measured in VEEV TC-83 Vero; calls as there; inhibition, %; measured here: 10K pilot screen inhibition
* marks the source's active call; other numbers are inactive results; i = inactive; ? = inconclusive; . = no result given.

SMILES | H1N1 NS1A inhibition | VEEV TC-83 Vero | H37Rv inhibition | Salmonella PhoP GFP | M. tuberculosis | others
COc1ccc(C(=O)COC(=O)c2ccc(NC(=O)c3ccccc3)cc2)cc1 | -4% | i | 2% | 3% | 57%
Cc1noc(C)c1C(=O)Nc1cccnc1 | 0% | 3.7% | -9% | -3% | -12% | VEEV TC-83 Vero 10K pilot screen=0.8
COc1ccccc1C(=O)COC(=O)Cn1[nH]c(=O)c2ccccc2c1=O | -1% | 0.8% | -13% | -1% | -2%
O=C1C2CCCN2C(c2ccccc2F)N1c1ccc(Cl)cc1 (stereo not drawn) | 0% | 13% | . | -3% | -7%
C/C(CC(C)C)=N\NS(=O)(=O)c1ccc(C)c([N+](=O)[O-])c1 | -10% | i | 5% | 13% | -1%
COc1ccc(S(=O)(=O)N2CCCC(C(=O)O)C2)cc1 (stereo not drawn) | -27% | 4.4% | -2% | -8% | -2%
C#Cc1ccc(CN2CCN(Cc3ccsc3)C(CCO)C2)cc1 (stereo not drawn) | 0% | 0.5% | -2% | 7% | 19%
CC(=O)Nc1ccccc1NC(=O)C/C(C)=N/NC(=O)c1ccc([N+](=O)[O-])c(Cl)c1 | 2% | 0.1% | 4% | 13% | -14%
Cc1ccsc1C(=O)NC1CCCN(Cc2ccc(Cl)cc2)C1 (stereo not drawn) | 22% | i | 4% | -4% | 54%
Cc1cccc(C(=O)Oc2ccc3ccc(O)cc3c2)c1 | -27% | 2.5% | ? | 0% | 72%
CCn1c(C)nc2cc(N)ccc21 | -7% | 1.2% | -1% | 13% | -15%
CN(c1ccccc1)S(=O)(=O)c1cccc(NC(=O)C2=NNC(=O)CC2)c1 | -1% | i | -2% | . | 2%
CC(c1nnc(SCC(=O)c2c(N)n(C)c(=O)n(C)c2=O)n1-c1ccc(Cl)cc1)N(C)C (stereo not drawn) | 2% | 1.1% | -3% | -9% | -6%
CC(=O)Oc1ccc(-c2ccc(C(=O)OCC(=O)c3c(N)n(C)c(=O)n(C)c3=O)cc2)cc1 | -4% | 6.8% | 6% | . | 59%
C/C(=N\NC(=O)NC1CCCCC1)c1ccc(Cl)s1 | 1% | 0.8% | 8% | 2% | 10%
Cc1nc2cc(C(F)(F)F)ccc2n1C1CCN(C(=O)N2CCOCC2)CC1 | -4% | 1.0% | 3% | -7% | 24%
Cc1ccc(C(=O)Nc2ccc3cn[nH]c3c2)cc1S(=O)(=O)N1CCCCC1 | -15% | 5.2% | 0% | 3% | 12%
Cc1cc(/C=C(\C#N)C(=O)O)c(C)n1CC1CCCO1 (stereo not drawn) | -7% | i | 4% | -2% | 11%
CC(C)CC(=O)Nc1ccc(C(=O)COC(=O)C2=COCCO2)cc1 | -2% | 0.8% | ? | -2% | -9%
Cn1ncc(Cl)c1C(=O)Nc1cccnc1 | -6% | 1.8% | 5% | -4% | 0% | VEEV TC-83 Vero 10K pilot screen=1.0
CCCNC(=O)c1ccccc1C(=O)NC1(C(=O)NCCC)CCCC1 | -4% | i | -7% | 4% | 16%
CSc1ncnc2sc(C)c(C)c12 | 1% | i | -5% | -3% | 6%
Cn1c(CO)cnc1-c1ccccc1 | -10% | i | 5% | -5% | -7%
CN(CC(=O)O)C(=O)c1ccccc1 | 4% | 0.1% | -1% | . | 5%
O=S1(=O)CC2SC(=S)N(Cc3ccccc3)C2C1 (stereo not drawn) | . | ? | -1% | -1% | -13%

4 entries already listed, sorted by SMILES length, highest first:
SMILES | H1N1 NS1A inhibition | VEEV TC-83 Vero | H37Rv inhibition | Salmonella PhoP GFP | M. tuberculosis | others
CC(c1nnc(SCC(=O)c2c(N)n(C)c(=O)n(C)c2=O)n1-c1ccc(Cl)cc1)N(C)C (stereo not drawn) | 2% | 1.1% | -3% | -9% | -6%
CCCNC(=O)c1ccccc1C(=O)NC1(C(=O)NCCC)CCCC1 | -4% | i | -7% | 4% | 16%
C/C(=N\NC(=O)NC1CCCCC1)c1ccc(Cl)s1 | 1% | 0.8% | 8% | 2% | 10%
CN(CC(=O)O)C(=O)c1ccccc1 | 4% | 0.1% | -1% | . | 5%

(more compounds)
SMILES | H1N1 NS1A inhibition | VEEV TC-83 Vero | H37Rv inhibition | Salmonella PhoP GFP | M. tuberculosis | others
CCc1ccc2oc(-c3cccc(NC(=O)c4cccnc4)c3)nc2c1 | 0% | 11% | ? | -10% | 14%
CCC1CCCCN1C(=O)c1cc2cc(Br)ccc2oc1=O (stereo not drawn) | 0% | 0.7% | 5% | -2% | 27%
CC1CN(C(=O)c2cccc(COc3ccccc3Cl)c2)CC(C)O1 (stereo not drawn) | 2% | i | 0% | 1% | 4%
c1ccc(Sc2ncnc3c2oc2ccccc23)nc1 | -9% | 0.1% | -7% | -1% | -3%
O=C(c1ccccc1)N1CCN(CC(O)Cn2ccc3ccccc32)CC1 (stereo not drawn) | 0% | i | -2% | -17% | 0%
CSc1nc2ccc(C)cc2c(=O)n1-c1cccnc1 | -16% | 1.8% | -4% | 0% | -11%
CCOc1ccccc1NC(=O)C(C)SCc1ccccc1 (stereo not drawn) | -6% | i | -5% | -10% | 58%
Cc1ccc(-c2cc(C(=O)NC3CCCCC3)no2)cc1 | 4% | 2.1% | -10% | -14% | -13%
CCOC(=O)c1sc2nc(NC(=O)C3CCCCC3)sc2c1C | -3% | 1.4% | 10% | -15% | .
COc1ccc(C(C(=O)NC2CCCC2)N(C(=O)c2snc(C(N)=O)c2N)c2cc(C)ccc2OC)cc1OC (stereo not drawn) | 8% | i | 3% | 1% | -1%
Cc1cccc(NS(=O)(=O)c2ccccc2)n1 | -5% | 1.5% | 0% | -2% | 14%
CCOCCCNC(=S)NNC(=O)CCn1nc(C)c(Br)c1C | 2% | 4.9% | -10% | -5% | -14%
CC1(C)Cc2nc3sc4c(=O)n(CC(=O)NCc5ccccc5)cnc4c3cc2CO1 | 4% | 3.3% | 4% | -3% | 1%
Cc1ccccc1NC(=O)c1ccc(NC(=O)C2CC(=O)OC23CCCCC3)cc1 (stereo not drawn) | 2% | 0.9% | . | . | .
CCCNc1nc(-c2cc(-c3ccc(Cl)cc3)on2)cc(C(C)C)n1 | 1% | 2.9% | 4% | 10% | -15%
O=c1[nH]ccc2c(O)cccc12 | 6% | 1.5% | 8% | 0% | 10%
Cc1nc2ccc(NC(=O)Cc3ccc4c(c3)OCCO4)cc2s1 | 4% | 8.4% | -1% | -6% | -14%
COC(=O)C1=C(c2ccc(F)cc2OCc2ccccc2)C[C@@H]2CC[C@H]1N2C(=O)NCc1ccc(OC)c(OC)c1 | 8% | 5.3% | -9% | . | 32%
Cc1ccc(Cc2cncc(O)c2)cc1S(=O)(=O)O | 8% | 1.2% | 3% | 0% | 5%
CCOc1ccc(N2CC(C(=O)NCCc3ccc(S(N)(=O)=O)cc3)CC2=O)cc1 (stereo not drawn) | 12% | 1.8% | 2% | 4% | -9%
COc1ccc(S(=O)(=O)NCC(c2cccnc2)N2CCN(Cc3ccccc3)CC2)cc1 (stereo not drawn) | -6% | 0.9% | -27% | -5% | 2%
COC(OC)C1Nc2ccccc2C(=O)N1c1ccc(F)cc1 (stereo not drawn) | -2% | 0.3% | . | . | .
CC(=O)c1ccccc1C(=O)N1CCCC(CNC(=O)c2ccccc2Cl)C1 (stereo not drawn) | -7% | 0.8% | 5% | 1% | -3%
COc1ccc(C(=O)N2CC(=O)N(CCc3ccccc3)C(=O)C2)cc1OC | -3% | 1.1% | 11% | -2% | 0%
O=C1c2ccccc2C(=O)N1Cc1ccccn1 | -1% | 1.2% | 0% | 14% | 6%
(listing goes on)
SMILES | H1N1 NS1A inhibition | VEEV TC-83 Vero | H37Rv inhibition | Salmonella PhoP GFP | M. tuberculosis | others
Cc1ccc(C2Nc3cccc4cccc(c34)N2)s1 | 7% | 8.3% | 12% | -11% | 8%
O=c1[nH][nH]cc1C=Nc1ccc(Oc2ccccc2)cc1 | 11% | i | 96% | 3% | 37%
COc1cc(OC)cc(C(=O)N2CCN(C(=O)Cc3ccccc3)CC2)c1 | -2% | 0.5% | 4% | -2% | 3%
COc1cc(NC(=O)C2CC(c3c(F)cccc3Cl)=NO2)cc(OC)c1OC (stereo not drawn) | -3% | 1.2% | -6% | 3% | 2%
CC(NC(=O)COC(=O)C1CC1C)c1cccc(Cl)c1 (stereo not drawn) | -4% | i | -4% | . | 54%
Cc1ccc(NC(=O)CN(C)C(=O)Cn2ncc(Cl)c(Cl)c2=O)cc1 | 2% | 13% | 29% | -7% | 70% | VEEV TC-83 Vero 10K pilot screen=14
COc1ccc(OC)c(NC(=O)c2cc(-c3cc(Cl)ccc3O)n[nH]2)c1 | 0% | 4.6% | 4% | -9% | -10%
Cc1ccc(-n2nc(C(=O)N3CCN(C)CC3)c3c4ccccc4n(C)c3c2=O)cc1 | -7% | 0.7% | -2% | 4% | 2%
O=C(CN1C(=O)S/C(=C/c2ccncc2)C1=O)N1CCOCC1 | -1% | 1.4% | -6% | -2% | -4% | VEEV TC-83 Vero 10K pilot screen=1.1
CC(=O)[C@H]1CC[C@H]2[C@@H]3CCC4=CC(=O)CC[C@]4(C)[C@H]3[C@H](O)C[C@]12C | 6% | 0.8% | 3% | -1% | -5%
Cc1cc(C)n2nc(C(=O)N/N=C/c3c4ccccc4cc4ccccc34)nc2n1 | 4% | ? | 0% | 1% | -20%
Cn1cc(S(=O)(=O)c2ccccc2)c(=O)c2cc(F)c(N3CCOCC3)cc21 | 0% | 0.1% | -1% | -4% | -12%
COc1ccc(CC(=O)OCC(=O)Nc2ncc(Cl)cc2Cl)cc1 | -4% | 0.6% | -7% | -13% | 60%
COc1ccc(O)c(C(=O)c2cc(C(=O)NCCc3ccccc3)c(=O)n(CCc3ccccc3)c2)c1 | 0% | 9.5% | 15% | 1% | 16%
CC(C)CCNC(=O)c1ccc(Cl)c(NC(=O)Cc2ccccc2)c1 | . | . | 9% | -1% | -6%
CCN(c1cccc(C)c1)c1nc2ccsc2c(=O)s1 | -7% | 3.7% | -2% | -8% | 3%
Cc1ccc(-n2c(O)c(C=NC3CCS(=O)(=O)C3)c3ccccc3c2=O)c(C)c1 (stereo not drawn) | 9% | i | -5% | 6% | -5%
Cc1ccc(CNCCc2ccccc2F)cc1 | 5% | 0.1% | 2% | -6% | -9%
CC(OC(=O)CNC(=O)C12CC3CC(CC(C3)C1)C2)C(=O)Nc1ncc(Cl)cc1Cl (stereo not drawn) | -6% | 0.8% | -6% | 1% | 3%
COc1ccc(C(=O)OCC(=O)Nc2cccc(C(C)=O)c2)cc1OC | -6% | 3.1% | -3% | -1% | -4%

Four successive compounds from above:
SMILES | H1N1 NS1A inhibition | VEEV TC-83 Vero | H37Rv inhibition | Salmonella PhoP GFP | M. tuberculosis | others
Cc1ccc(-n2c(O)c(C=NC3CCS(=O)(=O)C3)c3ccccc3c2=O)c(C)c1 (stereo not drawn) | 9% | i | -5% | 6% | -5%
Cc1ccc(CNCCc2ccccc2F)cc1 | 5% | 0.1% | 2% | -6% | -9%
CC(OC(=O)CNC(=O)C12CC3CC(CC(C3)C1)C2)C(=O)Nc1ncc(Cl)cc1Cl (stereo not drawn) | -6% | 0.8% | -6% | 1% | 3%
COc1ccc(C(=O)OCC(=O)Nc2cccc(C(C)=O)c2)cc1OC | -6% | 3.1% | -3% | -1% | -4%

Compounds shown so far with an NH in an aromatic ring, in the order listed:
SMILES | H1N1 NS1A inhibition | VEEV TC-83 Vero | H37Rv inhibition | Salmonella PhoP GFP | M. tuberculosis | others
COc1ccccc1C(=O)COC(=O)Cn1[nH]c(=O)c2ccccc2c1=O | -1% | 0.8% | -13% | -1% | -2%
Cc1ccc(C(=O)Nc2ccc3cn[nH]c3c2)cc1S(=O)(=O)N1CCCCC1 | -15% | 5.2% | 0% | 3% | 12%
O=c1[nH]ccc2c(O)cccc12 | 6% | 1.5% | 8% | 0% | 10%
O=c1[nH][nH]cc1C=Nc1ccc(Oc2ccccc2)cc1 | 11% | i | 96% | 3% | 37%
COc1ccc(OC)c(NC(=O)c2cc(-c3cc(Cl)ccc3O)n[nH]2)c1 | 0% | 4.6% | 4% | -9% | -10%

Assay outcomes (PubChem BioAssay)
